Source: PubChem BioAssay
DRD3 antagonist: D3 dopamine receptor (human) antagonism. max response, negative = inhibition, %. AID 652054. D3R cells, DiscoveRx beta-arrestin luminescence, antagonist mode; stronger effect = lower value. 360,000 tested, 2.5% active. P35462; in the data active = max response below about -50%; inconclusive = no clear call, values can overlap the other calls; note: % is set by controls: 0 for no effect and ±100 for the full control effect; mostly tested at two doses, the higher about 12 µM
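Cells plated overnight at 1500 cells/well, then exposed to library compounds with dopamine controls for 90 minutes at 37 degrees C. DiscoveRx reagent added for 30–60 minutes at room temperature; luminescence read, quantitative HTS format.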
EPAC2 antag: EPAC2 (human) antagonism. EPAC2 GEF exchange of Rap1B-BODIPY-GDP, fluorescence. Potency, µM (doses to about 114 µM), for inactives: top-dose activity, negative = inhibition, usual class: inhibitors. Q8WZA2. AID 720708. 360,000 tested, 0.18% active; note: potency is the fitted concentration of half-maximal effect; % is set by controls: 0 for no effect and ±100 for the full control effect; nearly all actives have a fitted effect of over 45% in size; many of its hits are not listed in these tables
Target sequence (Q8WZA2 whole entry, looked up): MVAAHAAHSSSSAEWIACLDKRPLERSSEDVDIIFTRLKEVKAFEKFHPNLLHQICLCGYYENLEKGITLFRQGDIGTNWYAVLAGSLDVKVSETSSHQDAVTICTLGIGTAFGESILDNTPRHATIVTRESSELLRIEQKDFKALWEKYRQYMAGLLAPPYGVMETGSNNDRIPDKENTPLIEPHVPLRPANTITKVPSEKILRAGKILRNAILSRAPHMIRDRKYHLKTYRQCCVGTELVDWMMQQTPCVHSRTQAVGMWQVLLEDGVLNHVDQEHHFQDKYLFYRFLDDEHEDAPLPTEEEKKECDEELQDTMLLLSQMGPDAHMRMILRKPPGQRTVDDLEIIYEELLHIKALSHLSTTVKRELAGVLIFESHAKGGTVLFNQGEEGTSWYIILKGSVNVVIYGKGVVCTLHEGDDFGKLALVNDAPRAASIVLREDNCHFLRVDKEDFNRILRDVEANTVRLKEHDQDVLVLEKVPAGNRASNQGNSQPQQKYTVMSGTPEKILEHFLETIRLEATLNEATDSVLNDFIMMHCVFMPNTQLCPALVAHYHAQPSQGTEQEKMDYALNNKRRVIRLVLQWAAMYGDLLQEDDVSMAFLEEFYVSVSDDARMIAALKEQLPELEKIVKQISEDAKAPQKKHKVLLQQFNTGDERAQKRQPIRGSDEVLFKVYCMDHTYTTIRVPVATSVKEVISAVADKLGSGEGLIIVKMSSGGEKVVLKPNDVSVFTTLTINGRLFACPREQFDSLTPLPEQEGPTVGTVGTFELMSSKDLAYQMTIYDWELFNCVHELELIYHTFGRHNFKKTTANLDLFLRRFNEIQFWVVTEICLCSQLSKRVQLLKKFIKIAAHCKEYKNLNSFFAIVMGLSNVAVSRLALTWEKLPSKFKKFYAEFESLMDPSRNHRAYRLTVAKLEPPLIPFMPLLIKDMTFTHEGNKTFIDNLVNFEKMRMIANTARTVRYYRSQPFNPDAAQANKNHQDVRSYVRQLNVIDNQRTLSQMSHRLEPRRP
MmCpn inh: M. maripaludis TRiC chaperonin inhibition; purified Mm-Cpn ATPase, ADP Transcreener TR-FRET; Potency, µM (doses to about 76.9 µM), for the others: at the top dose activity, negative = inhibition, usual class: inhibitors; 330,000 tested, 0.031% active; AID 504842; note: potency is the fitted concentration of half-maximal effect; % is set by controls: 0 for no effect and ±100 for the full control effect; nearly all actives have a fitted effect of over 80% in size
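Compound-treated chaperonin, 25 nM final, turns over 10 uM ATP at 37°C for 30 min following a 10 min preincubation; ADP generated competes with ADP-d2 for Eu-cryptate antibody, lowering FRET.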
PTHR1 agonist: PTHR1 (human) receptor agonism | Q03431 | HEK293 GP2 PTHR1 cells, GloSensor cAMP luminescence, 1 h | Potency, µM (top dose mostly 115 µM), for the others: top-dose activation, actives largely listed as activators | 410,000 tested, 0.075% active; note: potency is the fitted concentration of half-maximal effect; nearly all actives have a fitted effect of over 55% in size; some results filed as inactive show a strong effect at the top dose; inactives centre near -15; many of its hits are not listed in these tables
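HEK-293-derived GP2 cells expressing PTHR1 and a GloSensor cAMP reporter, 3,000/well, plated overnight, given luciferin plus IBMX (each 0.5 mM as added) for 1 h at 37 °C, then compound for 1 h at 37 °C. Luminescence was read after 15 min at room temperature.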
CCT modulator: changes cytosolic chaperonin activity | purified chaperonin ATPase assay, HTRF ADP detection, 30 min | activity change, % (no concentration beside the values), hits read low | 360,000 tested, 0.3% active | AID 651819; in the data active = activity change below about -30%; note: % is set by controls: 0 for no effect and ±100 for the full control effect
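TRiC (40 or 20 nM final, by batch activity) in 30 mM Tris pH 7.4, 100 mM KCl, 5 mM MgCl2, 1 mM DTT was treated with compound at 76 uM single dose, then 10 uM ATP, 30 min at 37 °C. ADP was read by HTRF Transcreener.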
Akt phos inh: inhibitors of Akt phosphorylation. Neuro2A IGF-stimulated pAkt S473 HTRF, 20 min; stronger effect = lower value. activity change, % for hits at 50 µM. 360,000 tested, 0.32% active; in the data active = activity change below about -80%; inconclusive = mostly about -51% to -80%; note: % is set by controls: 0 for no effect and ±100 for the full control effect
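Single-point screen (50 µM final compound) in Neuro2A cells stimulated 20 min with 6 nM IGF at 37 deg C. After lysis, Ser473-phosphorylated Akt read by HTRF (ex 330 nm, em 615/665 nm) as the 665/615 ratio.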
DRD3 agonist: agonists of human D3 dopamine receptor; 410,000 tested, 0.58% active; max activation, %; D3R DiscoveRx beta-arrestin cells, luminescence, 90 min; in the data active = max activation above about 30%; note: 0% is about no effect; mostly tested at two doses, the higher about 12 µM
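Agonist mode: compounds and dopamine controls were applied to plated cells for 90 min at 37 degrees C after an overnight attachment at 1500 cells/well. Luminescent read-out followed 30 - 60 minutes at room temperature with DiscoveRx detection reagent.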
EPAC2 agonist: activates human EPAC2 exchange factor | Q8WZA2 | EPAC2 activation, biochemical qHTS; response scale: 100% = 6.5 mM cAMP response | Potency, µM (titrated, usually from 154 µM), without a hit: at the highest dose activation, usual class: activators | 360,000 tested, 0.079% active | AID 720711; note: potency is the fitted concentration of half-maximal effect; nearly all actives have a fitted effect of over 50% in size
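Compounds were titrated in qHTS against a Rap1B-BODIPY-GDP (250 nM) complex with EPAC2 (100 nM) and GDP (50 uM). BODIPY-GDP release tracked at 480/540 nm over 30 min at room temperature, normalized to 6.5 mM cAMP.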
* = called active by the depositor; i = inactive; ? = inconclusive; . = not tested or not shown; & = joins results of further samples; [ ] = another dose, or the depositor's remark. Unless noted, calls come from the whole dose curve; as a rule, active = well fitted curve in the direction sought with a large enough effect; inconclusive = small, poorly fitted or top-dose-only effect, or another doubt; inactive = no such curve, though single readings can be large; an effect the other way counts as inactive or inconclusive. A portion of the library. The share of hits here may be higher or lower than overall.

Value order: DRD3 antagonist, EPAC2 antag, MmCpn inh, PTHR1 agonist, CCT modulator, Akt phos inh, DRD3 agonist, EPAC2 agonist
> COc1ccc2c(c1OC)C(C1c3c(cc4c(c3OC)OCO4)CCN1C)OC2=O (configuration not stated)
  -3, -6%, -1%[15.4 µM], -25%, 1.7, i, 2, 7%
> Cc1ccc(CCNc2ccc3ccccc3c2)cn1
  12, 1%, ., -3%[57.5 µM], -2.7, i, 0, -2%
> O=C1[C@H]2[C@@H](c3ccc(Cl)cc3)N3C(=O)N(c4cccc(Br)c4)C(=O)[C@@]3(Cc3ccc(Cl)cc3)[C@H]2C(=O)N1C1CCCCC1
  ?, -3%, -1%, -26%, -0.1, i, -43, 1%
> Cc1ccccc1Cn1cnc2c(cnn2C(C)(C)C)c1=O
  9, -17%, -1%, -27%[57.5 µM], -1.8, i, -3, 12%
> Cc1nnc(SC(C)C(=O)NC2CCCCC2)s1 (configuration not stated)
  5, 7%, 0%, i, 0.1, i, -3, 15%
> O=C(NCCc1ccccc1)C1C(=O)Nc2ccccc2C(=O)N1C1CCCCC1 (configuration not stated)
  11, 5%, ., i, ., i, 6, 2%
> O=C(Nc1ccc(S(=O)(=O)Nc2nccs2)cc1)c1cnc(Cl)c(Cl)c1
  31, -8%, -21%, i, 1.3, i, -10, 8%
> CCN(CC)S(=O)(=O)c1ccc(Nc2ccc(-c3ccc4c(c3)OCCO4)nn2)cc1
  -7, -11%, -1%, i, -0.4, ., -4, 5%
> Cc1nnc(SCCC(C)C)[nH]c1=O
  0, 8%, 0%, -1%[57.5 µM], 0.0, i, -8, -2%
> CC(=O)Nc1ccc(C(=O)NNC(=O)c2csc(N3CCOCC3)n2)cc1
  -15, 4%, ., 11%, -0.6, i, -3, 8%
> Cc1ccc(NC(=O)CNc2cccc(Br)c2)cc1S(=O)(=O)N1CCOCC1
  10, -7%, -4%, -35%[inhibitor], 0.7, i, -4, 0%
> COC(=O)[C@]12CCCCC=C1N(CCC1=CCCCC1)C(=O)[C@H](CC(=O)NCC1CCCCC1)C2
  25, -4%, ., -1%, 0.5, i, 0, 8%
> O=Nc1c(O)n(Cc2c(Cl)cccc2Cl)c2ccccc12
  0, 7%, 1%, i, -2.1, i, 2, 0%
> COCCNC(=O)C1(C)CCCN(C(=O)c2ccc3c(c2)OCO3)C1 (configuration not stated)
  0, 4%, ., i, -2.9, i, 3, 6%
> Cc1ccc(S(=O)(=O)N2CCCCC2)cc1NC(=O)Cn1cnc2c1c(=O)n(C)c(=O)n2C
  -3, 5%, 2%, i, 0.7, i, 4, 0%
> O=C(Cc1ccc(S(=O)(=O)N2CCCC2)s1)NC1CCCCCC1
  24, -1%, 2%, i, 1.1, i, 4, -17%
> CCOC(=O)c1sc2nc(C)nc(NCc3ccc(F)cc3)c2c1C
  36, -28%, -11%, -94%[inhibitor], 0.8, i, -5, 0%
> CCOc1nc(C)ccc1-c1noc(CC)n1
  12, 4%, 1%, -5%[57.5 µM], -1.6, i, 4, 2%
> COc1ccccc1Nc1ncnc2ccc(C)cc12
  35, 6%, ., i, -1.5, i, 4, 3%
> CCCc1cc(C(=O)Nc2cc(OC)ccc2OC)cs1
  -14, ?, 1%, -14%, -1.2, i, -9, 20%
> Nc1c(-c2ccc(F)cc2)nc2ncccn12
  1, 9%, ., i, ., i, 1, 11%
> COc1ccc2nc(N3C(=O)CC(Cc4cc(C)cc(C)c4)C3=O)sc2c1 (configuration not stated)
  2, -9%, -6%, -10%, 0.9, i, 4, 7%
> COc1cc(CCC(=O)OCC(=O)Nc2c(C)cc(C)cc2C)cc(OC)c1OC
  3, 17%, 0%, -11%, 3.0, i, 15, 0%
> COc1cccc(N(CC(=O)NC(C)(C)C)C(=O)C2CSC(=O)C2)c1 (configuration not stated)
  -25, 12%, 0%, i, 0.0, i, 1, -2%
> CCCCN1C(=O)c2ccc(C(=O)Nc3ccc(C)c(S(=O)(=O)N(C)C)c3)cc2C1=O
  22, -12%, -3%, -38%[inhibitor], -1.5, i, 17, -5%
> COc1ccc(-c2[nH]ncc2CN2CCCOc3c(cccc3OC)C2)c(OC)c1
  -6, 1%, -2%, i, -4.5, i, 0, 5%
> COc1cccc(/C=C/C(=O)OCC(=O)NCc2ccco2)c1
  -27, 5%, -2%, -14%, -2.1, i, 0, 9%
> CCOc1ccc(N(CC(=O)Nc2c(C)cccc2C)S(=O)(=O)c2c(C)[nH]c(=O)[nH]c2=O)cc1
  -22, 5%, -3%, 17%, -1.5, i, -6, -9%
> O=C1CCN(CCc2ccccc2)CCN1CCSc1ccccc1
  -7, -2%, -5%, -30%, -4.5, i, -33, 1%
> CCOc1cccc(-c2nnc(SCC(=O)Nc3cc(OC)cc(OC)c3)n2N)c1
  19, 13%, -10%, i, 0.9, i, 8, 5%
> COc1ccc(OC)c(NC(=O)CCNS(=O)(=O)c2cccc3nsnc23)c1
  4, 2%, 1%, -4%&-8%, -0.6, i, 5&5, 5%
> N#CC1=C2SCCN2C(=O)C(C#N)C12CCCCC2 (configuration not stated)
  -14, -4%[57.1 µM], 0%, 11%[57.5 µM], -1.2, i, -9, 0%
> O=C(NCCSc1ccc(Cl)cc1)c1ccco1
  -9, 14%[57.1 µM], 1%, i, -0.1, i, 3, 7%
> C/C(=C\c1ccco1)C1C(C#N)=C(N)Oc2n[nH]c(-c3ccccc3)c21 (configuration not stated)
  -21, -1%, 0%, -7%, -1.8, i, 3, 3%
> CC(=O)c1ccc2cccc3c2c1N=CN3C
  -24, 8%, -2%, -5%[57.5 µM], -8.3, i, 1, 19%
> O=C(NCCCN1CCOCC1)c1cc2c(s1)-c1ccccc1OC2
  ?, 4%, -12%, i, -0.2, i, -14, 3%
> CC(NC(=O)c1cc2c(=O)n3ccccc3nc2n(CC2CCCO2)c1=N)c1ccccc1 (configuration not stated)
  -2, 4%, -3%, -4%, -1.0, i, -2, -2%
> Cn1c(NC(=O)c2ccco2)cc(=O)n(C)c1=O
  -16, -2%, 1%, i, -2.6, i, -3, 16%
> CCOc1ccc(CNC(=O)NS(=O)(=O)c2ccc(OC)cc2)cc1
  4, -5%, 1%, 3%[57.5 µM], -2.8, i, 3, 1%
> Cc1cccc(NC(=O)CCCN2C(=O)C3CC=CCC3C2=O)c1 (configuration not stated)
  1, -5%, 1%, i, 2.3, i, -1, 0%
> Clc1ccc(CNc2nc(CN3CCOCC3)nc3scc(-c4ccccc4)c23)cc1
  -5, -18%, -1%, -37%[inhibitor], 0.4, i, 0, 11%
> CCN(CC)CCOC(=O)c1c(C)n(C)c2ccc(OC)cc12
  -15, 11%, 1%, -16%, 3.2, i, -13, -2%
> CCOc1ccc(Br)cc1S(=O)(=O)Nc1ccc(C(=O)OCC(=O)Nc2ccc(C#N)cc2)cc1
  -24, -25%, -5%, i, 0.7, i, -1, 12%
> CSc1ccccc1C(=O)OCC(=O)NC1CCCCCCC1
  0, -5%, ., -49%[inhibitor], 0.8, i, 1, 1%
> C/C(Cl)=C\Cn1c(O)c(N=NC(N)=S)c2cc(Br)ccc21
  -22, -12%, -1%, -8%, -0.6, i, -18, 20%
> COC(=O)Nc1cc([N+](=O)[O-])ccc1OC
  9, 4%, -5%, i, 2.9, i, 4, -1%
> COc1ccccc1NC(=O)c1cc(C)nc2ccccc12
  1, -23%, 0%, -23%, -0.3, i, -1, 4%
> Cc1cccn2c(=O)nc(SCC(=O)c3ccccc3)nc12
  14, -1%, 0%, i, -1.3, i, 4, 2%
> COc1ccc(/C=N/Nc2ccc([N+](=O)[O-])cc2S(=O)(=O)N2CCN(C)CC2)cc1
  -9, 66%[activator], -2%, i, 1.4, i, -14, ?
> Cc1ccc(CNC(=O)CCNC(=O)c2ccc([N+](=O)[O-])cc2)cc1
  6, 6%, -2%, i, 0.7, i, 4, 1%
> O=C(Cn1cccc1C(=O)c1ccccc1)NCCCN1CCc2ccccc2C1
  ?, 8%, 1%, -4%, -0.6, i, -22, 3%
> CCOC(=O)C1=C(C)N=c2s/c(=C\c3ccc(O)c([N+](=O)[O-])c3)c(=O)n2C1c1ccccc1OC (configuration not stated)
  -17, ?, 1%, -95%[inhibitor], -0.2, i, -10, -1%
> O=c1oc2ccccc2c(O)c1C=NCc1ccccn1
  -10, 0%, 1%, -4%[57.5 µM], 1.5, i, 0, -4%
> CCN(C(=O)CSc1nc(C)cc(=O)[nH]1)C1CCCCC1
  0, 10%, -1%, i, -0.1, i, 3, 6%
> CC1CCc2c(sc3ncnc(N4CCOCC4)c23)C1 (configuration not stated)
  48, -1%, ., i, -1.4, i, 20, 3%
> Cc1cc(-c2ccccc2)nc(-c2ccccc2)c1C
  2, -20%, -23%, i, -2.0, i, -1, 22%
> O=C(c1cnn2c(C(F)F)cc(-c3ccccc3)nc12)N1CCSCC1
  17, -5%, 2%, -3%[57.5 µM], 0.6, i, 0, 6%
> CN1C[C@@H]2[C@@H]3C(=O)N(Cc4ccccc4)C(=O)[C@@H]3[C@](Cc3ccccc3)(C1=O)N2C(=O)c1ccc(C(C)(C)C)cc1
  16, -14%, ., -58%[inhibitor], -3.9, i, 7, -5%
> CN(C)CCNC(=O)C(=O)Nc1ccc2c(c1)N(S(=O)(=O)c1cccs1)CCC2
  0, -2%, -21%, i, -3.8, i, 2, -2%
> Cc1ccc(N2CCN(c3ccc(NC(=O)CCC(=O)O)cc3)CC2)cc1
  2, 2%, 0%, i, 0.3, i, -3, -14%

(listing goes on)
Value order: DRD3 antagonist, EPAC2 antag, MmCpn inh, PTHR1 agonist, CCT modulator, Akt phos inh, DRD3 agonist, EPAC2 agonist
> Cc1ccc(NC(=O)CSc2nc(C)c(C)c(C)n2)c([N+](=O)[O-])c1
  -17, -3%, 2%, -6%, 0.5, i, 1, -1%
> O=C1NC[C@H](CCCCN2C[C@H](Cc3ccc(O)cc3)N(CC3CCCCC3)C(=O)C2=O)N(CCc2ccccc2)C1=O
  ?, -4%, ., -6%, 1.3, i, -15, 1%
> COc1cc(C2C(C#N)=C(N)Oc3cc(O)ccc32)cc2c1OCO2 (configuration not stated)
  6, -2%, 2%, -4%[57.5 µM], -5.2, i, -2, 8%
> O=C(c1ccccc1)N1CCCCC1
  16, 3%, ., i, -2.9, i, 2, 10%
> Cc1ccc(C)c(-c2nnc(OCC(=O)Nc3cc(C)on3)c3ccccc23)c1
  26, -15%, -2%, i, -1.5, i, -8, 21%
> CN(CC(=O)NCc1ccco1)S(=O)(=O)c1ccc(F)cc1
  0, 7%, 1%, -22%, -24, i, -6, 2%
